# BaF3 tox = reduces parental Ba/F3 cell viability, JAK2V617F counter-screen. CellTiter-Glo ATP luminescence. inhibition, % at 5.6 µM. actives 1.1% (n = 220,000);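 active = inhibition above a per-campaign cutoff, the mean inhibition of all tested compounds plus 3 SD, cut at about 27% in these data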;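 note: 0% = DMSO wells and 100% = JAK Inhibitor I control wells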
# NPY Y1 blocker = antagonists of human neuropeptide Y receptor Y1 | actives 1% (n = 200,000) | P25929 | AID 1040 | inhibition, % at 3.6 µM | HEK293-CNG Y1 cells, membrane potential fluorescence; NPY at EC95, then isoproterenol;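 active = inhibition above the campaign mean inhibition of all tested compounds plus 3 SD, cut at about 20% in these data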;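 note: 0% = DMSO wells given NPY plus isoproterenol and 100% = isoproterenol alone without NPY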
#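 System: HEK293 cells with Y1 receptor plus CNG channel / Probe or stimulus: NPY 25 nM then isoproterenol 1 µM plus Ro 20-1724 25 µM / Compound: one concentration, 3.6 µM, in 0.4% DMSO / Schedule: compound incubation 1 h at room temperature, readout 45 min post-stimulation / Measured by: membrane potential fluorescence / Read-out: % inhibition of NPY effect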
# Runt-CBFb FRET = inhibitors of human RUNX1 Runt domain binding to CBFb; actives 0.46% (n = 220,000); AID 1496; inhibition, % at 20 µM; Cerulean-Runt/Venus-CBFb FRET ratio 530/480, 1 h;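 active = inhibition over about 50% at 20 µM in the single-dose screen, limit read from the data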;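 note: 0% = DMSO wells and 100% = excess unlabeled CBFb competitor control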
#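 test system = Cerulean-Runt domain fusion protein, energy donor | probe or stimulus = Venus-CBFb binding partner, 100 nM | incubation = two 1 h room-temperature incubations shielded from light | detection = fluorescence energy transfer, 422 nm excitation, 530/480 nm emission | measure = loss of energy transfer signal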
# Ba/F3 V617F tox = lowers viability of Ba/F3 cells expressing EpoR and JAK2V617F | actives 1.1% (n = 220,000) | ATP luminescence | AID 1446 | inhibition, % at 5.6 µM;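 active = inhibition above the campaign mean plus 3 SD over all tested compounds, cut at about 24% in these data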;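 note: cytokine-independent growth of Ba/F3 cells driven by EpoR plus mutant JAK2; 0% = DMSO-treated cells and 100% = JAK inhibitor I control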
# S1P4 antag = antagonists of human S1P4 receptor. inhibition, % at 4.98 µM. actives 0.26% (n = 220,000). S1P4-expressing cells, antagonist mode, reporter read-out. AID 1510; in the data active = inhibition above about 29%;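 note: 0% = wells stimulated with agonist and 100% = vehicle wells without agonist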
# Target sequence (O95977 whole entry, looked up): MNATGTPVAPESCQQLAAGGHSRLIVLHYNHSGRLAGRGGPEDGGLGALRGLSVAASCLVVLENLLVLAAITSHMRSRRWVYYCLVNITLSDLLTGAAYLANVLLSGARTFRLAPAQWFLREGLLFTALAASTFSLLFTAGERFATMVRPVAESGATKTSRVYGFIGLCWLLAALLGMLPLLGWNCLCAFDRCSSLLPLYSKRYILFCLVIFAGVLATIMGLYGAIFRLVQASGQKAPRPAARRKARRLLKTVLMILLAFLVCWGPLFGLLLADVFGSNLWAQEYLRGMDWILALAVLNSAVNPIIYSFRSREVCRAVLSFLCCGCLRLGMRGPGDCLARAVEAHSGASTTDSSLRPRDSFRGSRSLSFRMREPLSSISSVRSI
# RBBP9 inhibitor = blocks human serine hydrolase RBBP9 | O75884 | recombinant RBBP9, FP-Rh probe fluorescence polarization | inhibition, % at 7.94 µM | actives 0.2% (n = 220,000) | AID 1515;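 active = inhibition above the campaign mean of all tested compounds plus 3 SD, cut at about 14% in these data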;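 note: plate controls were DMSO wells with RBBP9 for no effect and wells lacking RBBP9 protein for full effect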
# Target sequence (O75884 whole entry, looked up): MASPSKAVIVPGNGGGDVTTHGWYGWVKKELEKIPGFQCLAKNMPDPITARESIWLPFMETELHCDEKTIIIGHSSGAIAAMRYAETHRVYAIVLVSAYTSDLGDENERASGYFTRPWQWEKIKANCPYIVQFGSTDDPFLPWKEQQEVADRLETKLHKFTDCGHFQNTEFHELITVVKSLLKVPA
#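 System: RBBP9 protein / Quantity: 2.5 µM RBBP9 dispensing solution, before mixing / Also added: Serine-hydrolase probe FP-Rh, 375 nM pre-mixing / Dosing: 7.94 µM single dose, 0.794% DMSO / Timing: enzyme-compound preincubation 30 min, then probe labeling 45 min, 25 °C / Signal: FP readout at 525/598 nm / Controls: DMSO-treated enzyme wells and wells lacking RBBP9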
# S1P4 ag = human S1P4 receptor agonism; actives 0.35% (n = 220,000); AID 1509; activation, % at 4.98 µM; O95977; S1P4-expressing cell line, agonist reporter assay; in the data active = activation above about 11%;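 note: 0% = DMSO vehicle and 100% = reference agonist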
# NPY-Y1 PAM-ag = potentiators or agonists of human neuropeptide Y receptor Y1; actives 0.37% (n = 220,000); NPY-Y1 expressing cells, potentiator/agonist activation; P25929; activation, % at 3.6 µM; in the data active = activation above about 33%, passing the limit was not always enough;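 note: cells stimulated with NPY at EC10 then isoproterenol at EC100; 0% = low agonist plus stimulus and 100% = saturating agonist plus stimulus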
# NPY2 pot ag = human NPY-Y2 potentiation or agonism, primary screen. P49146. cells expressing NPY-Y2, potentiator/agonist read-out. activation, % at 3.6 µM. actives 0.45% (n = 220,000). AID 1359; in the data active = activation above about 27%;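 note: cells stimulated with NPY near EC25 plus isoproterenol at EC100; 0% = vehicle plus submaximal agonist and 100% = vehicle plus saturating agonist; some results beyond the cut were filed as inactive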
# Active calls of the source: *; . = no result given.
[1] Cc1sc(NC(=O)CSc2nnc(C(C)C)n2C)c(C#N)c1C
[2] O=C(COC(=O)/C=C/c1ccco1)NCc1ccc2c(c1)OCO2
[3] CC1(C)CC(=O)C(C=NC2CC(C)(C)NC(C)(C)C2)=C(O)C1
[4] Cc1cc(NC(=O)CSc2nnc(-c3ccco3)o2)no1
[5] CCCN(CCC)CC(O)Cn1cc(/C=C/C(=O)c2ccccc2)c2ccccc21 (centres undefined)
[6] Cc1ccc(NC(=O)CN(C)C(=O)c2ccc(Cl)c([N+](=O)[O-])c2)cc1
[7] COc1ccc(-c2csc(NC(=O)c3cccs3)c2C(=O)O)cc1OC
[8] O=C(NCc1ccccn1)C1CC(=O)N(C2CCCC2)C1 (centres undefined)

screen / no.,1,2,3,4,5,6,7,8
BaF3 tox,2,4,2,2,9,1,6,4
NPY Y1 blocker,-5,7,5,2,-1,2,-5,4
Runt-CBFb FRET,-2,-2,1,1,-23,1,0,.
Ba/F3 V617F tox,-3,1,-2,0,1,-4,1,-5
S1P4 antag,-4,-15,14,-19,16,-11,2,-6
RBBP9 inhibitor,-4,-6,1,4,1,3,3,-5
S1P4 ag,-0.6,1.2,-2.4,1.9,2.3,0.6,3.5,-2.2
NPY-Y1 PAM-ag,-6,-19,-15,-7,-10,20,6,10
NPY2 pot ag,-4,-7,-1,-15,-17,8,0,-8

[9] CNS(=O)(=O)c1cccc(C(=O)OCC(=O)Nc2sc3c(c2C#N)CCCCC3)c1
[10] Cc1ccc(S(=O)(=O)C2(C(=O)N3CCCCCC3)CC2)cc1
[11] FC(F)Oc1ccc(-c2csc(NNC3=NCCCCC3)n2)cc1
[12] Cc1oc(-c2ccc(Cl)cc2)nc1CN1CCCC(C(=O)NCc2ccccn2)C1 (centres undefined)
[13] CC(=O)N1N=C(c2cccc([N+](=O)[O-])c2)OC1c1ccc(Cl)cc1Cl (centres undefined)
[14] COC(=O)C1CCN(C(=O)COC(=O)[C@@H]2CC(O)CN2S(=O)(=O)c2ccc3c(c2)OCCO3)CC1 (some centres undefined)
[15] CC(C)c1nc(SCC(=O)Nc2c[nH]c(=O)[nH]c2=O)c2cnn(-c3ccccc3)c2n1
[16] C=CCn1c(=NC(=O)c2ccc(S(=O)(=O)N3CCc4ccccc4C3)cc2)sc2cc(S(N)(=O)=O)ccc21

screen / no.,9,10,11,12,13,14,15,16
BaF3 tox,6,1,-3,6,4,6,0,6
NPY Y1 blocker,-2,8,2,5,1,7,-1,12
Runt-CBFb FRET,1,3,55*,-2,.,-3,-2,-10
Ba/F3 V617F tox,0,2,-2,2,0,2,-2,0
S1P4 antag,-28,2,-17,-14,6,-22,7,-10
RBBP9 inhibitor,-1,-11,-3,5,-4,-2,5,-18
S1P4 ag,0.2,2.4,0.2,-0.2,1.4,-0.5,0.6,0.8
NPY-Y1 PAM-ag,-6,-9,-12,11,1,0,-10,-64
NPY2 pot ag,8,7,10,2,8,-11,5,-26

# Reformatted: entries from further up.
no.	compound	BaF3 tox	NPY Y1 blocker	Runt-CBFb FRET	Ba/F3 V617F tox	S1P4 antag	RBBP9 inhibitor	S1P4 ag	NPY-Y1 PAM-ag	NPY2 pot ag
10	Cc1ccc(S(=O)(=O)C2(C(=O)N3CCCCCC3)CC2)cc1	1	8	3	2	2	-11	2.4	-9	7
11	FC(F)Oc1ccc(-c2csc(NNC3=NCCCCC3)n2)cc1	-3	2	55*	-2	-17	-3	0.2	-12	10

# Next entries.
[17] COc1ccccc1CNC(=O)CSc1ccc(C)cc1
[18] COC(=O)[C@@]1(Cc2ccc(F)cc2)[C@H]2c3cc(C(=O)N(C)C)n(Cc4ccc(OC(F)(F)F)cc4)c3C[C@H]2CN1C(=O)c1ccccc1
[19] Cc1cc(NC(=O)c2ccc(COc3ccc(Cl)c(C)c3)o2)no1
[20] N#CCCN1CCCc2cc(N=Nc3ccc(C(F)(F)F)cc3)ccc21
[21] Cc1cc2cc(CNC(=O)Cc3ccc([N+](=O)[O-])cc3)ccc2[nH]1
[22] Cc1ccc(C(=O)N/C(=C/C=C/c2ccccc2)C(=O)NCc2ccco2)cc1
[23] CC(C)CNC(=S)N1CCC(c2nc(-c3ccc(F)cc3)no2)CC1
[24] CCOC(=O)C1CCCCN1Cc1ccc(OC)c(OC)c1OC (centres undefined)

screen / no.,17,18,19,20,21,22,23,24
BaF3 tox,8,7,4,0,4,11,6,1
NPY Y1 blocker,5,35*,-2,.,-6,3,-7,2
Runt-CBFb FRET,-4,-6,2,-10,-1,1,-3,-2
Ba/F3 V617F tox,1,1,-4,-3,-4,-1,0,3
S1P4 antag,-3,13,-4,31*,10,-6,-17,-10
RBBP9 inhibitor,-3,-10,-8,1,-3,2,-4,-5
S1P4 ag,0.5,0.0,-2.3,-1.9,1.0,0.3,0.4,2.4
NPY-Y1 PAM-ag,-20,-6,-2,73*,9,11,11,-11
NPY2 pot ag,13,14,7,54*,7,3,12,-17

# By substructure, the compounds so far with a Cl atom.
[6] Cc1ccc(NC(=O)CN(C)C(=O)c2ccc(Cl)c([N+](=O)[O-])c2)cc1
[12] Cc1oc(-c2ccc(Cl)cc2)nc1CN1CCCC(C(=O)NCc2ccccn2)C1 (centres undefined)
[13] CC(=O)N1N=C(c2cccc([N+](=O)[O-])c2)OC1c1ccc(Cl)cc1Cl (centres undefined)
[19] Cc1cc(NC(=O)c2ccc(COc3ccc(Cl)c(C)c3)o2)no1

screen / no.,6,12,13,19
BaF3 tox,1,6,4,4
NPY Y1 blocker,2,5,1,-2
Runt-CBFb FRET,1,-2,.,2
Ba/F3 V617F tox,-4,2,0,-4
S1P4 antag,-11,-14,6,-4
RBBP9 inhibitor,3,5,-4,-8
S1P4 ag,0.6,-0.2,1.4,-2.3
NPY-Y1 PAM-ag,20,11,1,-2
NPY2 pot ag,8,2,8,7
